# Assay outcomes deposited in PubChem BioAssay by PCMD.
# eIF2B yeast act = eIF2B (yeast) activity modulation | S. cerevisiae eIF2B-epsilon R284H, GCN4-lacZ luminescence | inhibition, % at 25 µM (by protocol) | actives 0.91% (n = 27,000);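 active = mutant luminescence inhibited past about 50% while wild type luminescence and mutant growth stay under set limits, limit read from the data; inconclusive = mutant versus wild type luminescence inhibition gap past a set limit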; also: some compounds called inactive have numbers as strong as hits
#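 System: Yeast eIF2B-epsilon R284H mutant carrying GCN4–beta-galactosidase fusion | Read-out basis: Percent inhibition, luminescence and growth | Compound: 25 µM single dose | Times: 16 h at 30 °C exposure | Measured by: Luminescence and A595 | Buffer or medium: YPD medium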
# Yeast growth tox = Compounds toxic to wild-type S. cerevisiae growth; growth inhibition, % at 25 µM (by protocol); actives 0.3% (n = 30,000); A595 turbidity, 16 h; AID 685;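 active = mutant and wild-type yeast strains alike exhibit over 30% growth inhibition; inconclusive = a strain exceeds 50% while the second remains under 30%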;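 also: 0% = untreated cell controls and 100% = YPD media blanks without cells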
#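 Schedule: 16 h growth with compound, 30 °C. System: yeast, wild-type or eIF2Bepsilon-R284H mutant. Doses: one dose, 25 µM compound[…]. Buffer or medium: YPD. Signal: turbidity measured as absorbance at 595 nm. Read-out basis: growth inhibition (%) versus cell controls and blanks.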
# Yeast growth tox inhibition % = also measured in Yeast growth tox; calls as there; growth inhibition, %; S. cerevisiae eIF2Bepsilon-R284H mutant growth, A595 turbidity, 16 h;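 each compound tested once at 25 µM; 0% equals untreated cells and 100% equals cell-free medium blanks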
# eIF2B yeast act mutant toxicity = recorded beside eIF2B yeast act, whose call it bears; growth inhibition, %; measured here: mutant yeast growth, toxicity;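 each compound tested once at 25 µM; zero equals untreated control growth and 100 equals blank medium absorbance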
# * marks the source's active call; other numbers are inactive results; ? = inconclusive; / = no result given. This is a subset. The share of hits here may be higher or lower than overall.
SMILES,eIF2B yeast act,eIF2B yeast act mutant toxicity,Yeast growth tox,Yeast growth tox inhibition %
OC(COc1ccc(Cl)cc1)CN1CCCCC1 (stereo not drawn),27,8,18,8
COc1cc(C(=O)OC(C)CN2CCOCC2)cc(OC)c1OC (stereo not drawn),-21,15,-25,15
Cc1ccc(CNc2oc(-c3ccco3)nc2S(=O)(=O)c2ccccc2)cc1,16,/,0,0
Cn1c(CNc2cccc(Cl)c2)nnc1SCC(=O)OC1CCCCC1,7,4,16,4
Cc1noc(C)c1CSCC(=O)N1CCN(c2ccc([N+](=O)[O-])cc2)CC1,14,15,21,15
CCc1cc(C(=O)O)c(NC(=O)C(c2ccccc2)c2ccccc2)s1,/,/,7,17
Cc1cccc(N(C(=O)Cn2nnc3ccccc32)C(C(=O)NCc2ccco2)c2ccncc2)c1C (stereo not drawn),19,-9,25,-9
CCC(=O)NCc1nc2ccccc2n1Cc1ccccc1F,-7,-7,-8,-7
O=C(CSc1nccc(=O)[nH]1)c1ccccc1Br,/,/,11,13
COC(=O)c1sccc1NC(=O)c1cccnc1,27,5,15,5
CCC1(C)Cc2ccccc2-c2c1c(=O)n(-c1ccc(C)cc1)c1nnnn21 (stereo not drawn),15,19,6,19
CCOc1ccc(NS(=O)(=O)c2cc(OC)ccc2OC)cc1,17,2,-3,2
O=C(c1cnc(N2CCN(c3ncccn3)CC2)c2ccccc12)N1CCN(c2ncccn2)CC1,16,-24,-3,-24
CC(=O)Nc1cccc2c1C(=O)N(c1ccc(C)cc1)C2=O,12,/,-9,0
COc1ccc(-c2nc3nc(C)c(Cc4ccccc4)c(=O)n3[nH]2)cc1,-2,-4,-11,-4
COc1ccc(OCc2cccc(C(=O)Nn3cc([N+](=O)[O-])cn3)c2)cc1,20,-14,-3,-14
O=C(Oc1ccc2ccccc2c1)c1ccccc1,/,/,0,15
Cc1ccnc(N2CCN(c3c4c(c(C#N)c5nc6ccccc6n35)CCC4)CC2)c1,1,-5,-13,-5
COc1cccc(N2CC(C(=O)Oc3ccc4ccccc4c3)CC2=O)c1 (stereo not drawn),18,27,17,27
Cc1ccc(CS(=O)(=O)CCC(=O)NCCCN2CCCC2=O)cc1,30,10,2,10
CCN1CCc2c(sc(N)c2C#N)C1,13,/,/,/
C=CCSc1nnc2c(n1)OC=Nc1ccccc1-2,33,28,23,28
Cc1cc(C(=O)Nc2sc3c(c2C#N)CCC(C)C3)no1 (stereo not drawn),48,-9,1,-9
Cc1cc(C)n2nc(C(=O)NCc3ccco3)nc2n1,34,11,2,11
O=C1Nc2ccccc2C(O)(C(=O)N2CCCCC2)N1c1ccccc1 (stereo not drawn),15,-11,27,-11
CCCCOC(=O)C(C)Nc1n[nH]c(=S)[nH]c1=O (stereo not drawn),/,/,39,28
Cn1ncc(N)c1C(=O)Nc1cccc(C(F)(F)F)c1,-3,12,9,12
Cc1cc(C)n(C(=O)c2ccncc2)n1,19,/,/,/
CC(=O)N(Cc1ccco1)C1(C(=O)NC2CCCCC2)CCCCC1,27,19,2,19
CN1C(=O)C(O)(c2sc(N)nc2-c2ccccc2)c2ccccc21 (stereo not drawn),25,10,9,10
COc1ccc(N=C2NN=C(c3ccc4c(c3)OCCO4)CS2)cc1,8,12,12,12
Cc1cc(C)c2ccc(C(=O)O)nc2c1O,14,14,-10,14
CS(=O)(=O)N1CCN(c2ccccc2NC(=O)c2ccco2)CC1,-20,-10,-5,-10
NC(=O)C1(N2CCCCC2)CCN(CC(=O)Nc2ccc(Oc3ccccc3)cc2)CC1,-15,-2,11,-2
Cc1cccc(N(CC(=O)Nc2ccccc2F)S(C)(=O)=O)c1,-23,7,15,7
CC(Cc1ccccc1)NC(=O)C1CCCNC1=O (stereo not drawn),35,23,11,23
O=C(NC1CCCC1)c1ccc(Br)o1,16,5,-4,5
O=S(=O)(c1cccc(Cl)c1)N1CCCC1,8,10,-8,10
CCC(=O)Nc1cc(C)c(NC(=O)c2ccco2)cn1,18,5,3,5
CCN1CCN(c2cc(C(C)(C)C)nc3c(-c4ccccc4)c(C)nn23)CC1,72,76,?,/

# A section of the results above, as a working copy:
SMILES,eIF2B yeast act,eIF2B yeast act mutant toxicity,Yeast growth tox,Yeast growth tox inhibition %
COc1ccc(N=C2NN=C(c3ccc4c(c3)OCCO4)CS2)cc1,8,12,12,12
Cc1cc(C)c2ccc(C(=O)O)nc2c1O,14,14,-10,14
CS(=O)(=O)N1CCN(c2ccccc2NC(=O)c2ccco2)CC1,-20,-10,-5,-10
NC(=O)C1(N2CCCCC2)CCN(CC(=O)Nc2ccc(Oc3ccccc3)cc2)CC1,-15,-2,11,-2
Cc1cccc(N(CC(=O)Nc2ccccc2F)S(C)(=O)=O)c1,-23,7,15,7
CC(Cc1ccccc1)NC(=O)C1CCCNC1=O (stereo not drawn),35,23,11,23

# Later entries:
SMILES,eIF2B yeast act,eIF2B yeast act mutant toxicity,Yeast growth tox,Yeast growth tox inhibition %
COc1ccc(C2=CC(c3ccc(C)cc3)n3nnnc3N2)cc1 (stereo not drawn),-2,/,/,/
CCOC(=O)c1cn(CC(=O)Nc2ccc(C(C)C)cc2)nn1,6,-5,-5,-5
O=c1cc(CO)oc(CN2CCN(c3cccc(C(F)(F)F)c3)CC2)c1O,20,/,11,0
NC(=O)C1CCN(C(=O)CN2CCCc3ccccc32)CC1,6,3,11,3
Cc1ccc(C(O)c2cccnc2)o1 (stereo not drawn),-2,/,-11,0
CC(NC(=O)CCOc1ccccc1)c1ccccc1 (stereo not drawn),/,/,20,10
COC(=O)C(C)Oc1ccc2c3c(c(=O)oc2c1)CCCCC3 (stereo not drawn),-27,/,1,0
Cc1ccc2c(c1)nnn2C1CCN(S(C)(=O)=O)CC1,-21,2,-1,2
CCOc1ccc2nc(NC(=O)Nc3ccccc3)sc2c1,/,/,-2,11
O=C(CSc1nnnn1-c1ccccc1)NCc1ccco1,-70,/,/,/
CCCCOc1ccc(CSc2ncn[nH]2)cc1,22,/,11,0
Cc1ccc(CC2CC(=O)N(CCc3ccc4c(c3)OCO4)C2=O)cc1 (stereo not drawn),-20,-4,-4,-4
COC1(OC)C(/C=C/c2ccc(Cl)cc2)C(C#N)(C#N)C1(OC)OC (stereo not drawn),-12,-29,21,-29
Cc1nc2ccccc2c(=O)n1NC(=O)Nc1ccccc1,-22,/,/,/
Cn1nc(-c2ccccc2)c(-c2nc(-c3ccc(Cl)cc3)no2)c1Cl,11,-12,-2,-12
C=CCOc1ccc(Cl)cc1C(=O)O,22,-24,-15,-24
Cc1ccc(NC(=O)Cn2nc(C(F)(F)F)c3c2CCC3)cc1,20,14,24,14
CSc1nc2nc3c(cn2n1)C(=O)CC(c1ccccc1)C3 (stereo not drawn),15,-14,3,-14
C[C@H](C(=O)C=[N+]=[N-])N1C(=O)c2ccccc2C1=O,24,/,-4,0
NC(=O)C1CCN(C2CC(=O)N(Cc3ccc(N4CCCC4=O)cc3)C2=O)CC1 (stereo not drawn),/,/,21,16
COC(=O)c1ccc(NC(=O)CSc2nc3ccccc3c(=O)[nH]2)cc1,-40,8,-19,8
CCOC(=O)C1=C(N)Oc2c(oc(CO)cc2=O)C1c1ccc(F)cc1 (stereo not drawn),37,-9,-33,-9
O=C(NCc1ccco1)c1n[nH]c(=O)c2ccccc12,/,/,39,17
CCOC(=O)N1CCN(CC(O)COCc2ccccc2)CC1 (stereo not drawn),15,2,1,2
CSc1ccc2[nH]c(=O)cc(C)c2c1,32,-17,-3,-17
Cc1ccc(S(=O)(=O)N2CCOCC2)c2nsnc12,/,/,9,3
Cc1ccc(C(=O)Nc2nc(=O)n(C(=O)c3ccccc3Cl)s2)cc1,20,13,15,13
Cc1ccc(S(=O)(=O)NC2=NCN(CCc3ccccc3)CN2)cc1,23,11,4,11
C=CCOC(=O)COc1ccc2c(C)c(C)c(=O)oc2c1,35,11,3,11
O=C(Nc1ccc2c(c1)OCO2)C1CC(c2ccccc2Cl)=NO1 (stereo not drawn),-2,-9,5,-9
Cc1cc(C)c(C#N)c(N2CCCC2)n1,-7,/,8,0
N=c1sccn1CC(=O)Nc1cccc2ccccc12,/,/,9,16
C/C=C/CSc1nc2c(c(=O)[nH]c(=O)n2C)n1CCC,-25,/,/,/
CCc1ccc(NC(=O)CSC2=C(C#N)C(c3ccc4c(c3)OCO4)CC(=O)N2)cc1 (stereo not drawn),20,6,7,6
Clc1ccc(Nc2nc3ccccc3n3nnnc23)cc1,21,8,-7,8
CN(CC(=O)Nc1ccc(F)c(F)c1F)c1cnccn1,22,-5,10,-5
Cn1c(=O)c2c(nc(NCc3ccc4c(c3)OCO4)n2Cc2ccccc2Cl)n(C)c1=O,13,/,/,/
Cc1nn(-c2ccccc2)c2[nH]c(=O)c(CNc3ccc(N4CCOCC4)cc3)cc12,12,-8,-6,-8
O=S(=O)(c1ccccc1C(F)(F)F)N1CCOCC1,27,-16,-6,-16
COc1ccc(OC)c(NC(=O)C2CCCN(S(=O)(=O)c3cccc4nsnc34)C2)c1 (stereo not drawn),29,-3,-4,-3
CCn1c(O)c(N=NC(=O)CNC(=O)/C=C/c2ccco2)c2ccccc21,24,15,8,15
CC(C)Oc1ccc(OCCCN2CCCCCC2)cc1,18,5,1,5
CC(C)Nc1nc2n(c(=O)n1)CCN2C(C)C,27,3,5,3
C[C@@]12CC(=O)NC1N(C(=O)c1ccccc1)C(c1ccccc1OC(=O)c1ccccc1)C2 (stereo partly drawn),25,6,29,6
CCOC(=O)c1sc2ncnc(OC)c2c1C,13,10,23,10
COc1ccc(-c2nn3c(-c4ccccc4)nnc3s2)cc1,32,-17,-19,-17
COC(=O)C(Cc1cnc(Cl)s1)(C(=O)OC)c1ccc([N+](=O)[O-])cc1[N+](=O)[O-],12,13,18,13
Cc1ccc(-n2ncc3c(N4CCC(C(N)=O)CC4)ncnc32)c(C)c1,-11,5,5,5
OC(Cn1cccn1)c1ccccc1 (stereo not drawn),-12,10,6,10
O=C(CN1CCN(CCC(=O)Nc2ccccc2F)CC1)Nc1ccc(F)cc1,36,-4,-3,-4
COc1cc(OC)cc(C(=O)N2CCN(C(=O)c3ccc(OC)c(OC)c3)CC2)c1,-6,-4,-10,-4
O=C(c1cc(C2CC2)nc2ccccc12)N1N=C(C(F)F)CC1(O)C(F)F (stereo not drawn),0,7,-5,7
C=C(C)c1cccc(C(C)(C)NC(=O)N2CCN(CC)CC2)c1,-18,/,31,0
CCCCNC(=O)OC(C)CNC(=O)OC (stereo not drawn),/,/,15,15
CCc1ccc2[nH]c(=O)c(CN(CCO)C(=O)NCc3ccccc3)cc2c1,-6,21,-1,21
O=C(COC(=O)CCNS(=O)(=O)c1ccc(Cl)cc1)NCc1ccco1,20,/,1,0
CCCCn1nnnc1SCC(=O)Nc1ccc(N(C)C)cc1,15,6,16,6
CCN(CC)S(=O)(=O)c1cc(OC)c(Cl)cc1Cl,-15,15,24,15
O=C1CC(O)(C(F)(F)F)Oc2c1ccc1ccccc21 (stereo not drawn),46,29,2,29
CCOc1nc(-c2ccccc2)ccc1-c1noc(-c2ccco2)n1,-16,/,/,/

# Compounds shown so far with a thiophene ring, fused or not (5):
SMILES,eIF2B yeast act,eIF2B yeast act mutant toxicity,Yeast growth tox,Yeast growth tox inhibition %
CCc1cc(C(=O)O)c(NC(=O)C(c2ccccc2)c2ccccc2)s1,/,/,7,17
COC(=O)c1sccc1NC(=O)c1cccnc1,27,5,15,5
CCN1CCc2c(sc(N)c2C#N)C1,13,/,/,/
Cc1cc(C(=O)Nc2sc3c(c2C#N)CCC(C)C3)no1 (stereo not drawn),48,-9,1,-9
CCOC(=O)c1sc2ncnc(OC)c2c1C,13,10,23,10

# More structures follow:
SMILES,eIF2B yeast act,eIF2B yeast act mutant toxicity,Yeast growth tox,Yeast growth tox inhibition %
C=CCSc1n[nH]c(-c2ccc(OCCC)cc2)n1,21,19,13,19
CCOc1ccccc1OCC(=O)NC1CCCCC1,/,/,9,3
CCN1CCN(CCCNC(=O)c2csc3c2CCCCC3)CC1,23,14,30,14
CCn1c(=O)cc(SCC(=O)Nc2cc(OC)c(OC)c(OC)c2)c2ccccc21,/,/,-7,5
CS(=O)(=O)N(CC(O)CON=C1c2ccccc2-c2ccccc21)c1ccc(F)cc1 (stereo not drawn),/,/,-5,-18
COC(=O)[C@@H](NC(=O)NC(C)CCc1ccccc1)C(C)C (stereo partly drawn),10,-10,6,-10
COc1cccc(C(=O)NC2CC3CCCC(C2)N3CC(=O)Nc2ccccc2)c1 (stereo not drawn),12,11,1,11
COc1ccc(CNC(=O)C2CCCN2S(=O)(=O)c2ccc(S(=O)(=O)N(C)C)cc2)cc1 (stereo not drawn),18,-2,-28,-2
Nc1n[nH]c2c1C1(CCCCC1)Cc1ccccc1-2,2,7,8,7
COc1cccc(-c2nc3ccccc3s2)c1,25,7,17,7
COC(=O)C1=C(C)N(c2ccc(C(=O)OC)cc2)C(=O)C1,-10,12,-6,12

# Single values from the list:
# In eIF2B yeast act mutant toxicity, Cc1cccc(N(C(=O)Cn2nnc3ccccc32)C(C(=O)NCc2ccco2)c2ccncc2)c1C (stereo not drawn) is listed with -9
# In eIF2B yeast act mutant toxicity, C=CCSc1nnc2c(n1)OC=Nc1ccccc1-2 is listed with 28
